m5-HT2A agonist: mouse HTR2A agonism via beta-arrestin recruitment; activation, % at 7.6 µM; CHO-K1 mHTR2A beta-arrestin complementation, luminescence; percent of 30 µM serotonin response; 360,000 compounds, 0.66% hits; P35363; AID 624169;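 active = activation above a run cutoff, the mean activation of all tested compounds plus 3 SD, cut at about 14% in these data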;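 note: 0% = plate median of compound wells and 100% = 30 µM serotonin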
Target sequence (P35363 whole entry, looked up): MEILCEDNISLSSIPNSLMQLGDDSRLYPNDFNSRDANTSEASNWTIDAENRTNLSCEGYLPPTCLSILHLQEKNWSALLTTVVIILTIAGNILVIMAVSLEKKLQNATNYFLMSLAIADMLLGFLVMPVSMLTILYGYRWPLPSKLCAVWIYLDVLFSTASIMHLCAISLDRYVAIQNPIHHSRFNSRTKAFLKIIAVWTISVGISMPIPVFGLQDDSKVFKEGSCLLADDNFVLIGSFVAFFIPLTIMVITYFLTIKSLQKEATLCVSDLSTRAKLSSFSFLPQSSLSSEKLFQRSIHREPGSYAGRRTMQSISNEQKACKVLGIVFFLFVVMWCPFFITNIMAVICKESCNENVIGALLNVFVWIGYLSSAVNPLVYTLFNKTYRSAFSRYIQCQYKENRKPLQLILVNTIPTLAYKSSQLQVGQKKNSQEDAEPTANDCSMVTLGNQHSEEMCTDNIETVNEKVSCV
CaV13 ICDI inh: Primary screen for inhibitors of IQ motif and Ca2+-dependent inactivation inhibitor domain binding in CACNA1D, Förster resonance energy transfer in living cells, …. inhibition, % at 12.3 µM. 340,000 compounds, 0.098% hits. HEK cells, CFP/YFP FRET ICDI-IQ, plate reader, 10 min; percent FRET-ratio fall versus neutral wells;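 active = mean replicate inhibition of at least 30% and at least 1% of replicates passing that level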;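 note: 0% = median of the neutral control wells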
NR2E3 ag-1: activates human NR2E3 receptor; Q9Y5X4; CHO-S Gal4-NCOR/VP16-NR2E3 two-hybrid, luciferase; inhibition of corepressor binding, % at 3.98 µM; 360,000 compounds, 0.35% hits; AID 602229;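 active = inhibition above the mean of all tested compounds plus 3 SD, cut at about 70% in these data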;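 note: 0% = DMSO with NR2E3 transfected cells and 100% = cells lacking NR2E3 construct; higher means lower luciferase signal from less NR2E3 corepressor binding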
Shn3 inh set2: reduces Shn3 3'UTR luciferase signal in osteoblasts | inhibition, % at 12.5 µM | 360,000 compounds, 0.52% hits | Clone20 osteoblast Shn3 3'UTR firefly luciferase, 24 h;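 active = mean inhibition of at least 75% with every replicate also reaching 75%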;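 note: 0% = median of neutral control wells and 100% = pilot-screen positive control compound; some compounds past the cut are filed as inactive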
hiPSC survival: enhancers of human iPSC single-cell survival; hiPSC single-cell survival, ATPlite luminescence; 100% = ROCK inhibitor wells, 0% = DMSO; survival enhancement, % at 20 µM; 360,000 compounds, 0.044% hits; AID 602274; in the data active = survival enhancement above about 18%;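 note: cells exposed to compounds for 16 hours before the ATP read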
TRPM1 prom inh: MITF TRPM1 promoter inhibition in SK-MEL-5 cells. SK-MEL-5 TRPM1 promoter luciferase, 24 h. inhibition, % at 12.5 µM. 330,000 compounds, 0.83% hits. AID 488899;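 active = mean inhibition across replicates of 60% or more, whatever share of single replicates reaches that level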; note: values of inactives mirror those of a sister screen read the other way
NR2E3 ag-2: activates human photoreceptor nuclear receptor NR2E3; 320,000 compounds, 0.12% hits; Q9Y5X4; AID 2300; inhibition of corepressor binding, % at 4.78 µM; GST-NR2E3/biotin-RetCOR TR-FRET, 1536-well;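 active = percent inhibition above the cutoff of mean plus 3 SD of all tested compounds, set per screening campaign, cut at about 20% in these data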;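 note: 0% = DMSO wells and 100% = biotin wells as full block of FRET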
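Assay system: NR2E3–RetCOR corepressor complex. Quantity: 1.35 nM GST-NR2E3. Buffer or medium: pH 7.5 Tris-based buffer. Reagent: biotinylated RetCOR corepressor at 7 nM final. Schedule: 5 h at 4 °C. Detection: TR-FRET, emission read at 617 and 671 nm. Replicates: one well per compound, singlicate testing.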
HIF-2a inh: blocks HIF-2a reporter activity; 786-0 RCC cells HIF-2a reporter, luciferase luminescence, overnight; inhibition, % at 18.8 µM; 360,000 compounds, 0.72% hits; AID 624352;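 active = inhibition of the luminescence signal of 40% or more relative to plate controls, in a single-dose primary screen at 18.75 µM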
Cardio protect: protects H9c2 cardiomyocytes from peroxide injury. H2O2 injury protection, ATPLite, 2 h. protection from H2O2 cell death, % at 20 µM. 360,000 compounds, 0.63% hits;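 active = compounds giving at least 50% protection of heart cells from peroxide-induced death in the single-dose screen, raw or plate-pattern-corrected value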;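 note: 0% = DMSO wells with peroxide and 100% = DMSO wells without peroxide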
PDI turbidity: blocks human protein disulfide isomerase activity; 350,000 compounds, 0.052% hits; PDI insulin aggregation turbidity, A650, 90 min; inhibition, % at 10 µM; P07237;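 active = mean inhibition across replicates of 30% or more, whatever share of single replicates reach that level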;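 note: absorbance from insulin aggregation driven by PDI reduction with DTT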
Target sequence (P07237 whole entry, looked up): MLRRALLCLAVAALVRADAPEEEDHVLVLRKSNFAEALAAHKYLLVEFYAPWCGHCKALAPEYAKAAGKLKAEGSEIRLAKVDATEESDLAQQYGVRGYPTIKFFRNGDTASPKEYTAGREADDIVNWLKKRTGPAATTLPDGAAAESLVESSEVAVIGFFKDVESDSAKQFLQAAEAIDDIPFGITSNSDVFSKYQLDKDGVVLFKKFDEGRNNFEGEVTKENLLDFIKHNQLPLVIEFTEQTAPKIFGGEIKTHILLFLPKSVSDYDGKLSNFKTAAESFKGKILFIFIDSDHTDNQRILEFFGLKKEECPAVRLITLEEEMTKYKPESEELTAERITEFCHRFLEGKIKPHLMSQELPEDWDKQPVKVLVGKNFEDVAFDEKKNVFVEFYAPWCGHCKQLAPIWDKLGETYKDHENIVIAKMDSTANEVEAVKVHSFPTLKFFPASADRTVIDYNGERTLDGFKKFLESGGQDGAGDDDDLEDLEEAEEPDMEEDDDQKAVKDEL
Peg3 prom inh: reduces Peg3 promoter-driven luciferase expression in HeLa; HeLa PEG-Prom luciferase reporter, luminescence, overnight; inhibition, % at 20 µM; 360,000 compounds, 1.7% hits;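 active = inhibition of at least 50% at 20 µM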
Numbers without * were called inactive.

CC(=O)c1c(C)[nH]c(C(=O)NC2CCCCC2)c1C was read as m5-HT2A agonist -1, CaV13 ICDI inh 0, NR2E3 ag-1 -8, Shn3 inh set2 -8, hiPSC survival -1.5, TRPM1 prom inh -13, NR2E3 ag-2 -1, HIF-2a inh -39, Cardio protect 9, PDI turbidity 0 and Peg3 prom inh -38.
`O=C(O)CC1(c2ccccc2)C(=O)c2ccccc2C1=O` gave m5-HT2A agonist -6, CaV13 ICDI inh -4, NR2E3 ag-1 -16, Shn3 inh set2 -4, hiPSC survival -1.0, TRPM1 prom inh 10, NR2E3 ag-2 -3, HIF-2a inh -3, Cardio protect -1, PDI turbidity -6 and Peg3 prom inh 1.
`CCN(CC)CCCNC(=O)C1CCC(=O)N(c2ccc(OC)cc2)C1c1ccc(F)cc1` (stereo unspecified) gave m5-HT2A agonist 5, CaV13 ICDI inh -5, NR2E3 ag-1 -10, Shn3 inh set2 -26, hiPSC survival -0.9, TRPM1 prom inh -9, NR2E3 ag-2 3, HIF-2a inh 3, Cardio protect 4, PDI turbidity 3 and Peg3 prom inh 6.
Screening O=[N+]([O-])c1ccccc1S(=O)(=O)Nc1ccc2c(c1)OCCO2 returned m5-HT2A agonist -2, CaV13 ICDI inh -4, NR2E3 ag-1 0, Shn3 inh set2 12, hiPSC survival -0.4, TRPM1 prom inh 4, HIF-2a inh -8, Cardio protect 0, PDI turbidity -2 and Peg3 prom inh 8.
For Cc1ccccc1-c1nc(CS(=O)CC(=O)NCCN2CCN(Cc3ccccc3)CC2)c(C)o1 (stereo unspecified) the results were m5-HT2A agonist -1, CaV13 ICDI inh -6, NR2E3 ag-1 1, Shn3 inh set2 -2, hiPSC survival 8.8, TRPM1 prom inh 4, NR2E3 ag-2 2, HIF-2a inh 12, Cardio protect 0, PDI turbidity 0 and Peg3 prom inh 1.
COc1cc(CNCc2cccc3ccccc23)cc(OC)c1 was read as m5-HT2A agonist -2, CaV13 ICDI inh -4, NR2E3 ag-1 -7, Shn3 inh set2 6, hiPSC survival 1.6, TRPM1 prom inh 3, NR2E3 ag-2 -3, HIF-2a inh 5, Cardio protect -3, PDI turbidity 17 and Peg3 prom inh 7.
Screening C=CCNc1ncnc2c1ncn2[C@H]1CN(Cc2ccc(-c3ccccc3)cc2)C[C@@H](CO)O1 returned m5-HT2A agonist 1, CaV13 ICDI inh 9, NR2E3 ag-1 16, Shn3 inh set2 38, hiPSC survival -1.6, HIF-2a inh 2, Cardio protect -7, PDI turbidity 0 and Peg3 prom inh -4.
Cn1cccc1/C=N/n1c(-c2ccc(Cl)cc2Cl)n[nH]c1=S was read as m5-HT2A agonist 1, CaV13 ICDI inh 2, NR2E3 ag-1 -11, Shn3 inh set2 -17, hiPSC survival 2.0, TRPM1 prom inh 15, NR2E3 ag-2 2, HIF-2a inh 17, Cardio protect -1, PDI turbidity -6 and Peg3 prom inh 16.
For C[C@H](CO)N1C[C@H](C)[C@@H](CN(C)S(=O)(=O)c2ccc(-n3cccn3)cc2)OCc2cnnn2CCCC1=O the results were m5-HT2A agonist 6, CaV13 ICDI inh -7, NR2E3 ag-1 -20, Shn3 inh set2 14, hiPSC survival -1.0, HIF-2a inh 4, Cardio protect 8, PDI turbidity -5 and Peg3 prom inh 23.
CC(Sc1nnnn1C)C(=O)Nc1ccc(N2CCOCC2)cc1 (stereo unspecified) was read as m5-HT2A agonist 1, CaV13 ICDI inh -4, NR2E3 ag-1 -33, Shn3 inh set2 -15, hiPSC survival 4.7, TRPM1 prom inh 1, NR2E3 ag-2 0, HIF-2a inh -9, Cardio protect 0, PDI turbidity 2 and Peg3 prom inh -2.

The list goes on, overlapping the part above by 3 compounds.
Cn1cccc1/C=N/n1c(-c2ccc(Cl)cc2Cl)n[nH]c1=S was read as m5-HT2A agonist 1, CaV13 ICDI inh 2, NR2E3 ag-1 -11, Shn3 inh set2 -17, hiPSC survival 2.0, TRPM1 prom inh 15, NR2E3 ag-2 2, HIF-2a inh 17, Cardio protect -1, PDI turbidity -6 and Peg3 prom inh 16.
For C[C@H](CO)N1C[C@H](C)[C@@H](CN(C)S(=O)(=O)c2ccc(-n3cccn3)cc2)OCc2cnnn2CCCC1=O the results were m5-HT2A agonist 6, CaV13 ICDI inh -7, NR2E3 ag-1 -20, Shn3 inh set2 14, hiPSC survival -1.0, HIF-2a inh 4, Cardio protect 8, PDI turbidity -5 and Peg3 prom inh 23.
CC(Sc1nnnn1C)C(=O)Nc1ccc(N2CCOCC2)cc1 (stereo unspecified) was read as m5-HT2A agonist 1, CaV13 ICDI inh -4, NR2E3 ag-1 -33, Shn3 inh set2 -15, hiPSC survival 4.7, TRPM1 prom inh 1, NR2E3 ag-2 0, HIF-2a inh -9, Cardio protect 0, PDI turbidity 2 and Peg3 prom inh -2.
For COC(=O)c1c(C)[nH]c(-c2csc(N)n2)c1C the results were m5-HT2A agonist -2, CaV13 ICDI inh 2, NR2E3 ag-1 -10, Shn3 inh set2 -12, hiPSC survival 0.2, TRPM1 prom inh 2, NR2E3 ag-2 -4, HIF-2a inh 5, Cardio protect 12, PDI turbidity -2 and Peg3 prom inh -24.
`Cc1ncc(CN2CCCC(C(=O)Nc3ccc(-c4ccco4)cc3)C2)n1C` (stereo unspecified) gave m5-HT2A agonist -8, NR2E3 ag-1 -43, Shn3 inh set2 -3, hiPSC survival -0.2, TRPM1 prom inh 7, NR2E3 ag-2 -1, HIF-2a inh 0, Cardio protect 10, PDI turbidity 0 and Peg3 prom inh -9.
`O=C1c2ccccc2C(Nc2ccc3c(c2)OCCO3)N1Cc1ccco1` (stereo unspecified) gave m5-HT2A agonist -1, CaV13 ICDI inh -5, NR2E3 ag-1 33, Shn3 inh set2 79, hiPSC survival 1.1, TRPM1 prom inh 49, NR2E3 ag-2 -1, HIF-2a inh 15, Cardio protect -14 and Peg3 prom inh 32.
O=C(c1cccc(NS(=O)(=O)c2ccc(F)c(F)c2)c1)N1CCCCC1 was read as m5-HT2A agonist 3, NR2E3 ag-1 -15, Shn3 inh set2 6, hiPSC survival 1.6, TRPM1 prom inh -2, HIF-2a inh 9, Cardio protect 6, PDI turbidity -4 and Peg3 prom inh -5.
For COc1cccc(NC(=O)COC(=O)c2c(NC(C)=O)sc(C)c2C)c1 the results were m5-HT2A agonist 6, CaV13 ICDI inh -5, NR2E3 ag-1 -6, Shn3 inh set2 -6, hiPSC survival -0.2, TRPM1 prom inh -21, NR2E3 ag-2 -3, HIF-2a inh 1, Cardio protect 2, PDI turbidity 3 and Peg3 prom inh 6.
`Brc1ccc(-c2cnco2)cc1` gave m5-HT2A agonist -2, CaV13 ICDI inh -4, NR2E3 ag-1 -2, Shn3 inh set2 -9, hiPSC survival 0.1, TRPM1 prom inh -5, NR2E3 ag-2 0, HIF-2a inh 14, Cardio protect 2, PDI turbidity 2 and Peg3 prom inh 21.
COc1ccc(OCc2nnc(SCC(=O)Nc3cccc(Cl)c3)o2)cc1 was read as m5-HT2A agonist 2, CaV13 ICDI inh -3, NR2E3 ag-1 -11, Shn3 inh set2 4, hiPSC survival 0.0, TRPM1 prom inh 3, NR2E3 ag-2 -5, HIF-2a inh 6, Cardio protect 0, PDI turbidity 18 and Peg3 prom inh -12.
CCC(=O)Oc1ccc(C/C(=N\O)c2ccc(O)cc2O)o1 was read as m5-HT2A agonist 7, CaV13 ICDI inh -8, NR2E3 ag-1 -25, Shn3 inh set2 27, hiPSC survival 0.4, TRPM1 prom inh 45, NR2E3 ag-2 -2, HIF-2a inh 7, Cardio protect 8, PDI turbidity 29 and Peg3 prom inh 1.
COc1cccc(N2CCN(C(=O)c3cc4c(=O)n(Cc5ccccc5)ccc4nc3C)CC2)c1 was read as m5-HT2A agonist -2, CaV13 ICDI inh -2, NR2E3 ag-1 -18, Shn3 inh set2 -16, hiPSC survival -0.3, TRPM1 prom inh 9, NR2E3 ag-2 6, HIF-2a inh 19, Cardio protect -2, PDI turbidity -6 and Peg3 prom inh 9.
N#CC1=C(N)NC(SCc2ccc(Br)cc2)=C(C#N)C12CCCCC2 was read as m5-HT2A agonist -5, CaV13 ICDI inh -5, NR2E3 ag-1 -4, Shn3 inh set2 35, hiPSC survival -2.0, TRPM1 prom inh -5, NR2E3 ag-2 1, HIF-2a inh 18, Cardio protect -12, PDI turbidity 10 and Peg3 prom inh 26.
Screening C[C@@H]1COC(=O)[C@@H](NC(=O)OCC2c3ccccc3-c3ccccc32)C/C=C\C[C@@H](CC(=O)N(CCO)Cc2ccccc2)C(=O)N1 returned m5-HT2A agonist -5, CaV13 ICDI inh -11, NR2E3 ag-1 7, Shn3 inh set2 83, hiPSC survival -1.1, TRPM1 prom inh 14, HIF-2a inh 10, Cardio protect -26, PDI turbidity 2 and Peg3 prom inh -6.
For Cc1cc(C(=O)CSc2nnc(-c3ccco3)o2)c(C)n1C the results were m5-HT2A agonist 9, CaV13 ICDI inh -7, NR2E3 ag-1 1, Shn3 inh set2 -27, hiPSC survival -0.5, TRPM1 prom inh -41, HIF-2a inh -123, Cardio protect 4, PDI turbidity 3 and Peg3 prom inh -46.
`Cc1snc(SCc2cccc(Cl)c2)c1C#N` gave m5-HT2A agonist 2, CaV13 ICDI inh -4, NR2E3 ag-1 -4, Shn3 inh set2 -4, hiPSC survival -0.1, TRPM1 prom inh -17, NR2E3 ag-2 -2, HIF-2a inh -52, Cardio protect -8, PDI turbidity -13 and Peg3 prom inh -16.
Screening Clc1ccc(/C=N/Nc2ccccn2)cc1 returned m5-HT2A agonist 3, CaV13 ICDI inh -18, NR2E3 ag-1 -92, Shn3 inh set2 -33, hiPSC survival -1.3, TRPM1 prom inh -26, NR2E3 ag-2 4, HIF-2a inh -224, Cardio protect -4, PDI turbidity 7 and Peg3 prom inh -298.
Screening Cn1cc(/C=C(\NC(=O)c2ccccc2Cl)C(=O)NCCCN2CCOCC2)c2ccccc21 returned m5-HT2A agonist -7, CaV13 ICDI inh -2, NR2E3 ag-1 2, Shn3 inh set2 -17, hiPSC survival 0.6, TRPM1 prom inh -7, NR2E3 ag-2 -3, HIF-2a inh 2, Cardio protect 2, PDI turbidity 4 and Peg3 prom inh -5.
`CC(C)Oc1ccc(CN2CCC(n3nccc3NC(=O)CCc3ccccc3)CC2)cc1` gave m5-HT2A agonist -8, CaV13 ICDI inh -5, NR2E3 ag-1 -10, Shn3 inh set2 14, hiPSC survival -0.6, TRPM1 prom inh 3, NR2E3 ag-2 -3, HIF-2a inh 9, Cardio protect -2, PDI turbidity -2 and Peg3 prom inh 6.

Screening results as filed in PubChem BioAssay.
